# Screening data deposited in PubChem BioAssay by The Scripps Research Institute Molecular Screening Center.
# M1 PAM parental: nonselective activator or artifact in parental CHO-K1 calcium assay. ATP EC20, Fluo-8 calcium fluorescence; 0% at ATP EC20, 100% at ATP max. activation, % at 3 µM. hit rate 0.02% among 360,000. AID 602247;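 active = activation above the run cutoff, the mean activation of all test compounds plus 3 SD, cut at about 40% in these data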;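 note: peak over basal fluorescence ratio in a 140 s read after ATP addition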
# V1R ag counter: activates human V1a receptor in oxytocin agonist counter-screen; hit rate 0.25% among 320,000; AID 2797; CHO-V1R cells, Fluo-8 calcium fluorescence, agonist mode; 0% DMSO, 100% 3 nM vasopressin; activation, % at 3 µM;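 active = activation above the mean activation of all tested compounds plus 3 SD, per screening run, cut at about 20% in these data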;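 note: signal is peak over basal fluorescence ratio across a 100 second FLIPR read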
# Target sequence (P37288 whole entry, looked up): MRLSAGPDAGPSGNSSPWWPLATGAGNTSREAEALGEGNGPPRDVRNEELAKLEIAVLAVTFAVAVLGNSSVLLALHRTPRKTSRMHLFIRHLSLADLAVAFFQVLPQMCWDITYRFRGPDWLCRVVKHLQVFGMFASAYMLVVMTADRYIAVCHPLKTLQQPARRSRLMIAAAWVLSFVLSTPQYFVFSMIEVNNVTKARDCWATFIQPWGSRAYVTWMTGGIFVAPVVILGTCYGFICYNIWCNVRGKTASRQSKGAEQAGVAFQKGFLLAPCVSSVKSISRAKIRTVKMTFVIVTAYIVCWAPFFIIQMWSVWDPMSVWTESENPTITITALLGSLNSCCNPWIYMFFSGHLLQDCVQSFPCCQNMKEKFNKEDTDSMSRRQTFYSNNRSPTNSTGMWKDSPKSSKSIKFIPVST
# OXTR potentiator: potentiators of human oxytocin receptor. P30559. CHO-OTR cells, Fluo-8 calcium fluorescence, potentiator mode; 0% = oxytocin EC15, 100% = EC100. activation, % at 3 µM. hit rate 0.061% among 320,000;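 active = activation above that plate's cutoff, the mean activation of tested compounds plus 3 SD, cut at about 6.6% in these data, passing the limit was not always enough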;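 note: 100% uses oxytocin at 75 nM as the full agonist control; some results filed as inactive read as strong as hits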
#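 Dosing: Single dose, 3.0 µM nominal final compound concentration | Material: Human OTR in CHO cells | Technique: Kinetic Fluo-8 calcium fluorescence | Benchmarks: EC15 oxytocin alone as 0%, 75 nM oxytocin as 100% | Probe or stimulus: Oxytocin at about EC15, sub-maximal agonist stimulus | Incubation: Compound 6 min at room temperature before oxytocin, 100 s read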
# M1 ag parental: M1 agonist counterscreen hit in parental CHO-K1 cells; Fluo-8 calcium fluorescence; scaled to maximal ATP response, vehicle zero; activation, % at 3 µM; hit rate 0.48% among 360,000; in the data active = activation above about 15%;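 note: untransfected CHO-K1 host cells lacking M1 receptor as counterscreen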
# CHO-K1 Ca antag: M1 antagonist counterscreen hit in parental CHO-K1 cells. ATP-induced calcium, Fluo-8 fluorescence. inhibition, % at 3 µM. hit rate 0.6% among 360,000. AID 602250;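 active = inhibition above a per-plate cutoff, the plate's mean sample inhibition plus 3 SD, cut at about 24% in these data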;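 note: 0% = DMSO plus EC80 ATP and 100% = DMSO alone without ATP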
# CHO parental Ca: signal in parental CHO cells, OX1R antagonist counter-screen. hit rate 0.63% among 330,000. inhibition, % at 5.6 µM. parental CHO-K1, ATP-induced calcium, Fluo-8 fluorescence;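 active = inhibition above that plate's mean sample inhibition plus 3 SD, cut at about 26% in these data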;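 note: 0% = ATP-challenged DMSO wells and 100% = DMSO wells without ATP; some compounds past the cut are filed as inactive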
#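 Test system: untransfected parental CHO cell line. Compound: one dose, 5.6 µM nominal. Detection: intracellular calcium via Fluo-8 no-wash fluorescent dye. Measure: % inhibition. Benchmarks: ATP-challenged DMSO wells low, unchallenged DMSO wells high.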
# TAAR1 agonist: human TAAR1 agonism. Q96RJ0. CHO RD-HGA16 TAAR1, Fluo-8 calcium fluorescence; vehicle wells 0%, saturating PEA agonist 100%. activation, % at 3 µM. hit rate 0.99% among 360,000. AID 624467;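 active = activation above the mean activation of all test compounds in the run plus 3 SD, cut at about 38% in these data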
#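 Signal – calcium-sensitive Fluo-8 signal, excitation 470-495, emission 515-575 nm · System – RD-HGA16 (CHO) cells co-expressing Gα16 and hTAAR1 · Incubation – 17-24 h seeding, 75 min 37 °C dye, 30 min RT · Compound dosing – 3 µM single concentration · Repeats – no replicates (n 1)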
# TAAR1 antag: human TAAR1 antagonism; inhibition, % at 3 µM; AID 624466; Q96RJ0; CHO RD-HGA16 TAAR1, Fluo-8 calcium fluorescence, antagonist; hit rate 1.5% among 360,000;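 active = inhibition above a per-plate cutoff, the mean inhibition of test compounds on that plate plus 3 SD, cut at about 49% in these data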;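 note: 0% = DMSO plus EC80 beta-PEA response and 100% = DMSO alone without agonist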
#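 Assay system: RD-HGA16 CHO cells with stable hTAAR1 and Gα16 / Reagent: EC80 β-phenethylamine stimulus / Doses: 3 µM, single point / Timing: dye loading 75 min at 37 °C, then 30 min room temperature / Measured by: Fluo-8 intracellular calcium dye fluorescence, real-time kinetic reads / Controls: vehicle wells and EC80 agonist wells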
# M1 ag: activates human CHRM1 receptor; P11229; CHO-K1 hM1, Fluo-8 calcium fluorescence, agonist mode; 0% DMSO, 100% acetylcholine EC100; activation, % at 3 µM; hit rate 0.33% among 360,000; AID 588814;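 active = activation above the run's mean compound activation plus 3 SD, cut at about 16% in these data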;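 note: peak over basal fluorescence ratio within a 140 s kinetic read after compound addition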
# Target sequence (P11229 whole entry, looked up): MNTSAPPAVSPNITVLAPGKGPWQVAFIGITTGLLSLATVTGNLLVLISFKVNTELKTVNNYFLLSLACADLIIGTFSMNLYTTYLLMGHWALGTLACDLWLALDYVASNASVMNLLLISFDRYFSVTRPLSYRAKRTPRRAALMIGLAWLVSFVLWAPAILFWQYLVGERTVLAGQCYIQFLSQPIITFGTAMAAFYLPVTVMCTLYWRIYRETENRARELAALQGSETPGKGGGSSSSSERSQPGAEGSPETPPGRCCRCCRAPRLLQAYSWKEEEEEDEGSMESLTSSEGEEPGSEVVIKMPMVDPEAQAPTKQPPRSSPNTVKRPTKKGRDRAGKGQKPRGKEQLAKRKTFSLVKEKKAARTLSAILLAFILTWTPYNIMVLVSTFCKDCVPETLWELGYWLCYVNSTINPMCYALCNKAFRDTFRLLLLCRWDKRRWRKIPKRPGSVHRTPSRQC
# An asterisk follows results filed as active; · = no result given.
(1) Cc1ccc(NC(=O)CCN2CC(C)OC(C)C2)cc1C (configuration not stated)
(2) COc1ccc(C(=O)N/N=C/c2sc3ccccc3c2O)cc1
(3) O=C(CCC1CCCCC1)NCCS(=O)(=O)N1CCN(c2ccccc2F)CC1
(4) O=C(Nc1ccccc1)NN1CC(=O)N(c2ccc(Cl)cc2)CC1=O
(5) O=C(c1cccc(Cl)c1)N1CCC(N2CCC(C(=O)N3CCOCC3)CC2)CC1
(6) COc1ccc(/C=N/N2CCN(c3ccccc3)CC2)cc1Br
(7) CCSc1nnc(NC(=O)CCc2ccccc2)s1
(8) Cc1nc(SCc2nc3ccc(F)cc3[nH]2)c2oc3ccccc3c2n1
(9) COc1ccc(CN2CCN(C(=O)c3ccco3)CC2)c(OC)c1OC
(10) COCCCN1C(=O)C(CC(=O)NCc2cccc3ccccc23)CC(C(=O)N(C(C)C)C(C)C)=C1C (configuration not stated)
assay / compound	1	2	3	4	5	6	7	8	9	10
M1 PAM parental	9	14	22	3	9	-7	-12	12	5	10
V1R ag counter	-0.2	6.8	-1.7	-0.3	0.1	0.6	0.5	0.8	0.4	·
OXTR potentiator	-6	-9	-3	-7	-1	2	-2	4	0	·
M1 ag parental	0.8	9.1	-0.1	1.1	0.2	0.0	-0.3	1.1	-0.1	0.7
CHO-K1 Ca antag	-10	-2	-1	-5	10	-2	0	-10	-10	5
CHO parental Ca	-5	4	-8	-17	-19	-2	-1	-29	-7	·
TAAR1 agonist	2	·	-3	10	7	0	6	13	5	3
TAAR1 antag	-13	·	-6	-25	4	-15	-4	38	-23	-22
M1 ag	-5	6	-1	-3	-1	-1	-3	-9	-2	-3

(11) C[C@H](NC(=O)c1ccccc1)C(=O)OCC(=O)Nc1ccc2c(c1)OCO2
(12) COc1cc(CN2C(=O)C(NC(=O)c3ccco3)(C(F)(F)F)C3=C2CC(C)(C)CC3=O)cc(OC)c1 (configuration not stated)
(13) O=C(NCCc1ccccc1)c1ccc(CS(=O)(=O)Cc2ccccc2F)o1
(14) COc1ccc(-c2sc3ccccc3c2C#CC2(O)CCCCC2)cc1
(15) NS(=O)(=O)c1ccc(CCNC(=O)C2CCN(S(=O)(=O)c3cccc4cccnc34)CC2)cc1
(16) O=C(CSc1ncccn1)NCCC1=CCCCC1
(17) COc1cccc(CN(Cc2ccccc2F)S(=O)(=O)c2ccc(S(=O)(=O)NCc3ccccc3)cc2)c1
(18) CCOc1ccc(C2C(C#N)=C(N)SC(N)=C2C#N)cc1OCC
(19) COc1ccc(/C=C2/C(=O)N(c3ccccc3)N=C2C)c(OC)c1
(20) Cc1cc(C)c2c(c1)/C(=C/C(=O)c1ccc(Br)s1)C(=O)N2
assay / compound	11	12	13	14	15	16	17	18	19	20
M1 PAM parental	17	12	7	18	6	-20	14	15	1	16
V1R ag counter	0.3	-0.5	1.0	0.1	-0.4	-0.6	4.7	12	·	0.2
OXTR potentiator	-10	5	-3	1	-5	-2	-14	-18	·	-3
M1 ag parental	0.2	0.7	4.4	-0.2	-0.5	-0.1	2.2	5.7	-0.3	0.8
CHO-K1 Ca antag	-1	-6	-18	-6	2	7	0	-1	4	-18
CHO parental Ca	-13	-18	-15	-48	-6	-7	-12	5	·	-14
TAAR1 agonist	1	4	55*	14	·	0	4	17	0	6
TAAR1 antag	49*	-6	32	1	·	-27	34	27	-21	-9
M1 ag	3	-3	-3	-4	-1	-3	-2	2	-2	-5

(21) c1ccc(-c2cn(C[C@H]3CC[C@@H]([C@@H]4CC[C@H](Cn5cc(-c6ccccn6)nn5)O4)O3)nn2)nc1
(22) COc1cccc(NC(=S)NNC(=O)Cn2nc(C(F)F)cc2C(F)F)c1
(23) CCCNC(=O)c1ccc2c(=O)c(O)c(-c3ccc(OC)cc3)[nH]c2c1
(24) COC(=O)c1ccc(/C=N/N2CCN(Cc3ccccc3Cl)CC2)cc1
(25) O=[N+]([O-])c1cccc(-c2cn(-c3ccccc3)c(=S)[nH]2)c1
(26) Cc1ccc(C)c(C(=O)COC(=O)c2nn(C)c(=O)c3ccccc23)c1
(27) CCc1ccc(CNc2ccc3c(c2)ncn3C(C)(C)C)cc1
(28) CCN(CC(=O)Nc1ccc(NC(C)=O)cc1)CC(=O)Nc1cccc2ccccc12
(29) O=C1OCCC1Sc1nnc(-c2cccc(Br)c2)o1 (configuration not stated)
(30) Cc1ccc(C(=O)/C=C/c2c(C)nn(-c3ccccc3)c2Cl)cc1
assay / compound	21	22	23	24	25	26	27	28	29	30
M1 PAM parental	2	0	-10	6	-1	0	4	3	23	2
V1R ag counter	0.6	-0.7	1.1	0.7	-1.2	1.0	2.6	·	0.1	·
OXTR potentiator	7	-1	-9	-7	-7	2	-9	·	-4	·
M1 ag parental	-0.1	-0.2	0.3	1.0	0.6	6.0	2.9	-0.3	1.2	0.1
CHO-K1 Ca antag	-1	-5	-1	-7	0	-9	-17	0	-16	5
CHO parental Ca	-19	-13	-4	-8	-19	-27	-14	·	-9	·
TAAR1 agonist	4	4	·	2	3	6	16	2	0	2
TAAR1 antag	9	-3	·	-14	-5	41	-9	-2	5	3
M1 ag	-8	-1	-3	-3	-7	2	-9	-5	-8	-1

# Whole records, quoted from the list. Order of screens: M1 PAM parental, V1R ag counter, OXTR potentiator, M1 ag parental, CHO-K1 Ca antag, CHO parental Ca, TAAR1 agonist, TAAR1 antag, M1 ag
# COC(=O)c1ccc(/C=N/N2CCN(Cc3ccccc3Cl)CC2)cc1 is listed as 6, 0.7, -7, 1.0, -7, -8, 2, -14, -3
# COc1ccc(C(=O)N/N=C/c2sc3ccccc3c2O)cc1 is listed as 14, 6.8, -9, 9.1, -2, 4, ·, ·, 6
# CCSc1nnc(NC(=O)CCc2ccccc2)s1 is listed as -12, 0.5, -2, -0.3, 0, -1, 6, -4, -3
# COc1ccc(CN2CCN(C(=O)c3ccco3)CC2)c(OC)c1OC is listed as 5, 0.4, 0, -0.1, -10, -7, 5, -23, -2
# CCCNC(=O)c1ccc2c(=O)c(O)c(-c3ccc(OC)cc3)[nH]c2c1 is listed as -10, 1.1, -9, 0.3, -1, -4, ·, ·, -3

# New compounds follow.
(31) CN(C)/C=C1/C(=O)N(c2ccc([N+](=O)[O-])cc2)N=C1c1ccccc1
(32) COCc1cc(=O)n2[nH]cc(-c3ccsc3)c2n1
(33) CC(C)COP(=O)(c1ccc(N(C)C)cc1)C(Nc1ccccc1)c1cccnc1 (configuration not stated)
(34) Cc1ccc(C)c(NC(=O)Cn2c(=O)n(-c3ccc(CC(=O)NCC4CCCO4)cc3)c(=O)c3ccccc32)c1 (configuration not stated)
(35) CC(c1ccco1)N(C(=O)c1ccc(C#N)cc1)c1ccccn1 (configuration not stated)
(36) COC(=O)C(NC(C)=O)(Nc1nc2c(s1)CCCC2)C(F)(F)F (configuration not stated)
(37) CCN(Cc1cnn(C)c1)Cc1nc(C2(c3ccc(C)cc3)CCCC2)no1
(38) O=C(COC(=O)c1cccc(Cl)c1)Nc1cc(S(=O)(=O)N2CCOCC2)ccc1N1CCOCC1
(39) CC(=O)N1/C(=C/c2ccc(N(C)C)cc2)C(=O)c2ccccc21
(40) Cc1cc(C(=O)COC(=O)C2=NN(c3ccccc3)C(=O)CC2)c(C)n1CC(F)(F)F
assay / compound	31	32	33	34	35	36	37	38	39	40
M1 PAM parental	·	2	16	·	-3	16	3	2	19	18
V1R ag counter	0.3	0.2	-0.8	1.0	0.3	0.0	0.6	·	·	-0.4
OXTR potentiator	-9	-9	-7	1	-14	-13	-2	·	·	-4
M1 ag parental	·	8.5	2.2	·	0.0	-0.1	1.8	0.4	5.6	0.4
CHO-K1 Ca antag	·	12	-5	·	9	-5	-14	-11	-16	-18
CHO parental Ca	-3	-10	-30	-2	-15	-15	-15	·	·	-19
TAAR1 agonist	13	4	5	3	4	0	0	10	11	9
TAAR1 antag	27	-1	-1	-14	1	-6	3	-2	17	-6
M1 ag	·	4	-4	·	1	-2	-7	-6	0	-5

(41) OC(COc1ccc2cc(Br)ccc2c1)CN1CCOCC1 (configuration not stated)
(42) N#Cc1c(N)n[nH]c1-c1cc2c([nH]1)CCCC2
(43) CC(C)CN(C(=O)CN1CCN(c2ccc([N+](=O)[O-])cc2)CC1)c1c(N)n(CC(C)C)c(=O)[nH]c1=O
(44) Cc1cc(C)cc(-n2ncc3c2CCCC3NC(=O)c2ccccc2)c1 (configuration not stated)
(45) COc1cc(NC(=O)Cc2c(C(=O)O)[nH]c3ccccc23)cc(OC)c1OC
(46) COc1ccccc1NS(=O)(=O)c1cc(C(=O)NCC(c2ccco2)N(C)C)ccc1C (configuration not stated)
(47) Nc1c(Cl)cc(-c2csc(N3CCCC3c3nc4cc(Cl)c(Cl)cc4n3CCOCCO)n2)cc1Cl (configuration not stated)
(48) COc1ccc(C2Nc3cccc(O)c3C(=O)N2Cc2ccccc2)cc1COc1ccc(NC(C)=O)cc1 (configuration not stated)
(49) O=C(NC(=S)N1CCCCC1c1cccnc1)c1ccc(F)cc1 (configuration not stated)
(50) COc1ccc(S(=O)(=O)n2nc(OC(=O)c3c(-c4ccccc4Cl)noc3C)cc2N)cc1
(51) C[C@]12C(=O)N(c3ccccc3)C(=O)N1[C@@H]1c3ccccc3OC[C@@H]1[C@H]2c1ccccc1
(52) COc1cc(C2C(C(=O)c3ccc(C)o3)=C(O)C(=O)N2c2cc(C)on2)cc(Br)c1O (configuration not stated)
(53) CCN1C(=O)[C@@H]2[C@@H](c3ccc(-c4ccc5c(c4)OCO5)c(OC)c3)N3CCCC[C@@]3(C(=O)OC)[C@@H]2C1=O
assay / compound	41	42	43	44	45	46	47	48	49	50	51	52	53
M1 PAM parental	14	8	14	14	13	-7	7	25	9	-2	11	11	0
V1R ag counter	9.4	-0.5	1.5	·	1.5	0.8	0.5	·	-0.2	2.1	0.2	1.7	-0.8
OXTR potentiator	-19	0	-1	·	-2	-5	-2	·	-2	-7	0	-22	-5
M1 ag parental	2.6	0.0	0.3	1.7	-0.1	0.1	-0.3	1.1	0.2	-0.1	-1.2	0.7	-0.7
CHO-K1 Ca antag	-2	1	-6	-11	-12	9	-11	-6	2	4	-6	4	-7
CHO parental Ca	-11	-1	-15	·	0	-17	-35	·	-12	4	-31	4	-32
TAAR1 agonist	9	9	8	4	0	1	2	2	1	13	-1	8	-2
TAAR1 antag	-2	15	-14	-7	-13	-17	-4	19	-8	4	-8	2	23
M1 ag	-1	-3	-5	-4	-1	-8	-8	1	-2	-3	-1	1	-4
